V-ATPase pHluor – regulators of yeast V-ATPase proton transport; S. cerevisiae, pHLuorin cytosolic pH fluorescence; response, % at 10 µM; hit rate 0.37% among 350,000; in the data active means response mostly above about 7.3%, no sharp cut-off; inactive means mostly below about 5.4%; further: actives read high; inactives centre near 0; some compounds called inactive have numbers as strong as hits; reference of the scale not given here
Arrestin-AP2 inh – blocks beta-arrestin peptide binding to AP2 adaptin. FITC-arrestin peptide / GST-AP2 beads, flow cytometry; AP2 beta2 appendage carries R879A mutation. inhibition, % at 10 µM. hit rate 0.31% among 340,000;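 active means inhibition above a set limit, near 3 SD of compounds lacking own fluorescence, cut at about 54% in these data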;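 further: plate controls were DMSO wells for no effect and 5 µM unlabelled arrestin peptide for full effect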
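System: GST-tagged AP2 beta2-adaptin appendage (R879A) on 4 µm glutathione beads / Reagent: FITC-arrestin peptide, 50 nM / Detection: HyperCyt-sampled flow cytometry, FL1 channel, ex 488/em 535 nm / Timing: 12 min plus 1 h, RT / Buffer or medium: PBS plus Tween 20 (0.05%) and BSA (0.1%)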
OPRM1-OPRD1 inv – mu-delta opioid heterodimer inverse agonism. P35372+P41143. cell-based MOR-DOR heterodimer luminescence. inhibition, % at 9.3 µM. hit rate 0.21% among 340,000; in the data active means inhibition above about 22%, passing the limit was not always enough;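 further: 0% = cells with DMSO and 100% = wells without cells with DMSO; values of inactives mirror those of a sister screen read the other way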
OPRM1-OPRD1 ag – OPRM1-OPRD1 heterodimerization agonism; cells, luminescence; activation, % at 9.3 µM; hit rate 0.3% among 340,000; AID 504326; in the data active means activation above about 18%;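 further: 0% = vehicle-treated cells and 100% = reference agonist; values of inactives mirror those of a sister screen read the other way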
HTR5A ag ctr – counter-screen for OPRM1-OPRD1 agonists: human HTR5A agonism; HTR5A agonist assay, luminescence, cell-based; P47898; activation, % at 9.3 µM; AID 504692; hit rate 0.61% among 340,000; in the data active means activation mostly above about 9.5%, no sharp cut-off; inactive means mostly below about 7.6%;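 further: 0% = cells with vehicle only and 100% = reference agonist; strong numbers were not always called active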
Target sequence (P47898 whole entry, looked up): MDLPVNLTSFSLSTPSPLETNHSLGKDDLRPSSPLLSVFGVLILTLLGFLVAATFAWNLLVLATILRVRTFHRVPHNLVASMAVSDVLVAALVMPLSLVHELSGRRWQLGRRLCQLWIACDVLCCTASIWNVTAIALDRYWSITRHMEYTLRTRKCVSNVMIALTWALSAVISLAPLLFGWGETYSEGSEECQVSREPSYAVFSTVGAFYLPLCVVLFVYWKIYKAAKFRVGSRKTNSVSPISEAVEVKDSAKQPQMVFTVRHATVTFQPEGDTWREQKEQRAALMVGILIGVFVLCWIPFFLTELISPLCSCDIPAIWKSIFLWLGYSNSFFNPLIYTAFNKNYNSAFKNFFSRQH
PKA-R1A act – PKA-R1A complex activation. P00514+P68181. AID 504707. PKA-R1A dissociation, Cy5-IP20 fluorescence polarization; scaled: DMSO 0%, 113 µM cGMP 100%. hit rate 0.083% among 340,000. activation, % at 11.4 µM;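 active means percent activation above the mean of all tested compounds plus 3 SD, cut at about 19% in these data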;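 further: higher means more PKAc released from R1A so a rise in polarization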
PKA-R2B activ – activates the human PKA-R2B holoenzyme complex. P22694+P31323. PKA-R2B holoenzyme dissociation, Cy5-IP20 fluorescence polarization; R2B truncated from residue 108, S112A mutant; 0% DMSO only, 100% 113 µM cGMP. activation, % at 11.4 µM. hit rate 0.079% among 340,000. AID 504700;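 active means activation above a cutoff set at the mean over all compounds plus 3 SD, cut at about 18% in these data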;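 further: higher means more holoenzyme dissociation and a rise in polarization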
HTR5A inv ctr – HTR5A inverse agonism, opioid heterodimer counter-screen. P47898. inhibition, % at 9.3 µM. HTR5A cell line, luminescence. AID 504634. hit rate 0.083% among 340,000; in the data active means inhibition mostly above about 23%, no sharp cut-off; inactive means mostly below about 18%;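 further: 0% = cells with DMSO and 100% = no-cell wells with DMSO; some compounds called inactive have numbers as strong as hits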
Pemphigus Ab inh – blocks pemphigus antibody binding to human desmoglein-3 | hit rate 0.48% among 310,000 | P32926 | DSG3-coupled beads, scFv-anti-DSG3-GFP binding, flow cytometry; active compounds read low | binding (percent of control), % at 10 µM | AID 588358;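 active means binding more than 3 SD below its plate's average and above zero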;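 further: hits lower antibody fragment binding to DSG3; some compounds called inactive have numbers as strong as hits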
DAGLB inhibitor – diacylglycerol lipase beta (human) inhibition | inhibition, % at 5.17 µM | AID 504411 | Q8NCG7 | hit rate 0.059% among 340,000 | HEK293T DAGLB membrane lysate, EnzChek fluorogenic substrate; in the data active means inhibition above about 34%;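 further: 0% = enzyme with vehicle and 100% = wells lacking enzyme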
Target sequence (Q8NCG7 whole entry, looked up): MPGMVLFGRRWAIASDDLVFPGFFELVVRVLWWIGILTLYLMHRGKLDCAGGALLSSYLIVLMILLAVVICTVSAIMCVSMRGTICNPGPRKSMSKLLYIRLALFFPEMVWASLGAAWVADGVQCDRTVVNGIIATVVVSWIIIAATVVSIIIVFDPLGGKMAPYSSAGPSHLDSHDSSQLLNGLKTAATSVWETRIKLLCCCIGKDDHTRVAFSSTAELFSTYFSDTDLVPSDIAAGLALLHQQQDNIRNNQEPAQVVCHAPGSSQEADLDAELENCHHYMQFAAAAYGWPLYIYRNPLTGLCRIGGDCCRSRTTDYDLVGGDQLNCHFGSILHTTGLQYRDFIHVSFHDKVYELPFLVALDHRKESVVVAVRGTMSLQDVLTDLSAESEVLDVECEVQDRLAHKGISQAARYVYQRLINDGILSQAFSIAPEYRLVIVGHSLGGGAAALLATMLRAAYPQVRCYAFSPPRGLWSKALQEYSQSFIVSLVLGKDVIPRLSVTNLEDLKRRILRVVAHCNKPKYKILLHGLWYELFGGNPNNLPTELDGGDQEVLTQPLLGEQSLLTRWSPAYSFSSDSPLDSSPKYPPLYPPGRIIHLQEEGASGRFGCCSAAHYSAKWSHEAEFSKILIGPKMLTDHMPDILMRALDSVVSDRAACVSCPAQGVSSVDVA
* marks the source's active call; other numbers are inactive results.

`Cc1cc2c(c(=O)n1Cc1cccnc1)C(c1cccs1)C(C#N)=C(N)O2` (configuration not stated) gave V-ATPase pHluor -5, Arrestin-AP2 inh -2, OPRM1-OPRD1 inv 10, OPRM1-OPRD1 ag -1.8, HTR5A ag ctr -1, PKA-R1A act -8, PKA-R2B activ -11, HTR5A inv ctr -9, Pemphigus Ab inh 109 and DAGLB inhibitor 1.
For CN(C)c1ccc(C(CNS(=O)(=O)c2ccc3ccccc3c2)N2CCOCC2)cc1 (configuration not stated) the results were V-ATPase pHluor 0, Arrestin-AP2 inh 5, OPRM1-OPRD1 inv 4, OPRM1-OPRD1 ag -0.6, HTR5A ag ctr 1, PKA-R1A act 2, PKA-R2B activ -1, HTR5A inv ctr -19, Pemphigus Ab inh 112 and DAGLB inhibitor 1.
CCCCNC(=O)C1CC(=O)N(c2ccc(OC)cc2)C1c1ccc(OC)cc1 (configuration not stated) was read as V-ATPase pHluor 5, Arrestin-AP2 inh 18, OPRM1-OPRD1 inv 7, OPRM1-OPRD1 ag -1.1, HTR5A ag ctr -1, PKA-R1A act 0, PKA-R2B activ 17, HTR5A inv ctr -24 and DAGLB inhibitor -1.
For CN(Cc1ccccc1)S(=O)(=O)c1ccc(OCC(=O)N2CCC(C(N)=O)CC2)cc1 the results were V-ATPase pHluor 2, Arrestin-AP2 inh -4, OPRM1-OPRD1 inv 2, OPRM1-OPRD1 ag -0.4, HTR5A ag ctr -2, PKA-R1A act -1, PKA-R2B activ 4, HTR5A inv ctr 6, Pemphigus Ab inh 96 and DAGLB inhibitor 4.
Cc1cc(C)nc(SCc2n[nH]c(=S)n2C)n1 was read as V-ATPase pHluor -3, Arrestin-AP2 inh 5, OPRM1-OPRD1 inv 6, OPRM1-OPRD1 ag -1.5, HTR5A ag ctr 5, PKA-R1A act -19, PKA-R2B activ -16, HTR5A inv ctr -13, Pemphigus Ab inh 114 and DAGLB inhibitor -4.
Screening CN(C)CCCC(C)(O)C(Cc1ccccc1)c1ccccc1 (configuration not stated) returned V-ATPase pHluor 1, Arrestin-AP2 inh -7, OPRM1-OPRD1 inv 12, OPRM1-OPRD1 ag -2.3, HTR5A ag ctr 2, PKA-R1A act -2, PKA-R2B activ -4, HTR5A inv ctr -4, Pemphigus Ab inh 114 and DAGLB inhibitor -1.
Cc1ccsc1C(=O)N1CCN(c2ncc(C(F)(F)F)cc2Cl)CC1 was read as V-ATPase pHluor 4, Arrestin-AP2 inh 2, OPRM1-OPRD1 inv -40, OPRM1-OPRD1 ag 7.8, HTR5A ag ctr 3, PKA-R1A act 7, PKA-R2B activ 3, HTR5A inv ctr -9, Pemphigus Ab inh 96 and DAGLB inhibitor -3.
Screening O=Cc1c(N2CCN(c3ccccc3)CC2)nc2ccccn2c1=O returned V-ATPase pHluor 0, Arrestin-AP2 inh 5, OPRM1-OPRD1 inv 17, OPRM1-OPRD1 ag -2.4, HTR5A ag ctr -3, PKA-R1A act -3, PKA-R2B activ 0, HTR5A inv ctr 0, Pemphigus Ab inh 111 and DAGLB inhibitor 1.
Cc1cc(C(=O)O)c(CSCc2cc(C(=O)O)oc2C)o1 was read as V-ATPase pHluor -1, Arrestin-AP2 inh 2, OPRM1-OPRD1 inv -2, OPRM1-OPRD1 ag 0.3, HTR5A ag ctr -2, PKA-R1A act -10, PKA-R2B activ -13, HTR5A inv ctr -5, Pemphigus Ab inh 102 and DAGLB inhibitor -1.
Screening CCC(C)NC(=O)C(=O)NC1CCCC1 (configuration not stated) returned V-ATPase pHluor -5, Arrestin-AP2 inh 10, OPRM1-OPRD1 inv 13, OPRM1-OPRD1 ag -2.0, HTR5A ag ctr 0, PKA-R1A act -6, PKA-R2B activ -12, HTR5A inv ctr 11, Pemphigus Ab inh 89 and DAGLB inhibitor 0.
For O=C(/C=C/c1ccc(F)cc1)N1CCCN(C(=O)/C=C/c2ccc(F)cc2)CC1 the results were V-ATPase pHluor -2, Arrestin-AP2 inh -10, OPRM1-OPRD1 inv 16, OPRM1-OPRD1 ag -3.0, HTR5A ag ctr -1, PKA-R1A act -9, PKA-R2B activ 2, HTR5A inv ctr 19, Pemphigus Ab inh 115 and DAGLB inhibitor -3.
For Cc1cc(S(=O)(=O)NCCc2ccncc2)cc(C)c1F the results were V-ATPase pHluor 6, Arrestin-AP2 inh 4, OPRM1-OPRD1 inv 16, OPRM1-OPRD1 ag -3.2, HTR5A ag ctr -3, PKA-R1A act 1, PKA-R2B activ 1, HTR5A inv ctr 4 and DAGLB inhibitor 1.
Screening C[C@H]1CN([C@@H](C)CO)C(=O)CCCn2cc(nn2)CO[C@@H]1CN(C)C(=O)Nc1ccccc1F returned V-ATPase pHluor 2, PKA-R1A act 13, PKA-R2B activ 8 and DAGLB inhibitor -3.
For O=C(O)c1ccc(CNC(=O)C2CCCN2C(=O)OCc2ccccc2)cc1 (configuration not stated) the results were V-ATPase pHluor 7, Arrestin-AP2 inh 4, OPRM1-OPRD1 inv 13, OPRM1-OPRD1 ag -2.8, HTR5A ag ctr -2, PKA-R1A act -9, PKA-R2B activ -5, HTR5A inv ctr 8, Pemphigus Ab inh 103 and DAGLB inhibitor 0.
CCOC(=O)c1cnc(Nc2nc3ccccc3o2)nc1C was read as V-ATPase pHluor -4, Arrestin-AP2 inh 0, OPRM1-OPRD1 inv 10, OPRM1-OPRD1 ag -1.9, HTR5A ag ctr 6, PKA-R1A act 4, PKA-R2B activ 6, HTR5A inv ctr 23, Pemphigus Ab inh 106 and DAGLB inhibitor 0.
For CC(C)c1ccc(OCC(=O)NNC(=S)NC(=O)C2CC2)cc1 the results were V-ATPase pHluor 2, Arrestin-AP2 inh 8, OPRM1-OPRD1 inv 12, OPRM1-OPRD1 ag -2.0, HTR5A ag ctr -3, PKA-R1A act 0, PKA-R2B activ -4, HTR5A inv ctr 11 and DAGLB inhibitor 2.
Screening COc1ccc2nc(NC(=O)c3cccc(S(=O)(=O)N4CCOCC4)c3)sc2c1 returned V-ATPase pHluor 1, Arrestin-AP2 inh 4, OPRM1-OPRD1 inv 2, OPRM1-OPRD1 ag -0.4, HTR5A ag ctr 1, PKA-R1A act 0, PKA-R2B activ -3, HTR5A inv ctr 6, Pemphigus Ab inh 114 and DAGLB inhibitor 3.
Screening CC(C)Nc1nc(N(c2ccccc2)c2ccccc2)nc(-n2ccnc2)n1 returned V-ATPase pHluor 7, Arrestin-AP2 inh -9, OPRM1-OPRD1 inv 15, OPRM1-OPRD1 ag -2.6, HTR5A ag ctr -1, PKA-R1A act 8, PKA-R2B activ 2, HTR5A inv ctr -35, Pemphigus Ab inh 107 and DAGLB inhibitor -1.
`O=C(Nc1cc(C(F)(F)F)ccc1N1CCOCC1)c1ccncc1` gave V-ATPase pHluor 3, Arrestin-AP2 inh 0, OPRM1-OPRD1 inv 9, OPRM1-OPRD1 ag -2.3, HTR5A ag ctr -6, PKA-R1A act -5, PKA-R2B activ -4, HTR5A inv ctr 15, Pemphigus Ab inh 102 and DAGLB inhibitor 2.
Screening Cc1ccc(S(=O)(=O)N2CCCOC2CNC(=O)C(=O)NCc2cccs2)cc1 (configuration not stated) returned V-ATPase pHluor 2, Arrestin-AP2 inh -2, OPRM1-OPRD1 inv 5, OPRM1-OPRD1 ag -1.1, HTR5A ag ctr 1, PKA-R1A act 3, PKA-R2B activ -6, HTR5A inv ctr -18 and DAGLB inhibitor 1.
Cc1ccc(OCCN2C(=O)C(=O)c3cc(C)ccc32)cc1 was read as V-ATPase pHluor 0, Arrestin-AP2 inh 22, OPRM1-OPRD1 inv 23, OPRM1-OPRD1 ag -4.4, HTR5A ag ctr 0, PKA-R1A act -6, PKA-R2B activ -2, HTR5A inv ctr 7, Pemphigus Ab inh 100 and DAGLB inhibitor 4.
For O=C(NCc1ccc(F)cc1F)c1cc(COc2c(F)cccc2F)on1 the results were V-ATPase pHluor 0, Arrestin-AP2 inh 7, OPRM1-OPRD1 inv 6, OPRM1-OPRD1 ag -1.3, HTR5A ag ctr -1, PKA-R1A act -12, PKA-R2B activ 4, HTR5A inv ctr 3 and DAGLB inhibitor -7.
CC(NCc1cccs1)c1ccccc1 (configuration not stated) was read as V-ATPase pHluor 5, Arrestin-AP2 inh -2, OPRM1-OPRD1 inv 11, OPRM1-OPRD1 ag -2.4, HTR5A ag ctr -2, PKA-R1A act -5, PKA-R2B activ -6, HTR5A inv ctr -13, Pemphigus Ab inh 104 and DAGLB inhibitor 1.
O=C(OCC(=O)N1CCCC1)c1ccc(O)cc1 was read as V-ATPase pHluor -2, Arrestin-AP2 inh -8, OPRM1-OPRD1 inv -2, OPRM1-OPRD1 ag 0.4, HTR5A ag ctr -5, PKA-R1A act -7, PKA-R2B activ 11, HTR5A inv ctr 11, Pemphigus Ab inh 94 and DAGLB inhibitor 0.
For O=C(O)CCC(=O)NNC(=O)c1ccc([N+](=O)[O-])cc1 the results were V-ATPase pHluor 4, Arrestin-AP2 inh 27, OPRM1-OPRD1 inv 3, OPRM1-OPRD1 ag -0.5, HTR5A ag ctr 1, PKA-R1A act -10, PKA-R2B activ -3, HTR5A inv ctr -4, Pemphigus Ab inh 100 and DAGLB inhibitor 1.
COc1ccc2nc(SC(C)C(=O)NCC(=O)Nc3ccc(F)c(F)c3F)[nH]c2c1 (configuration not stated) was read as V-ATPase pHluor 1, Arrestin-AP2 inh -10, OPRM1-OPRD1 inv 13, OPRM1-OPRD1 ag -2.6, HTR5A ag ctr 2, PKA-R1A act -10, PKA-R2B activ 4, HTR5A inv ctr -6, Pemphigus Ab inh 100 and DAGLB inhibitor 2.
CCCn1c(SCC(=O)N2CCN(C(C)=O)CC2)nc2sc3c(c2c1=O)CCC3 was read as V-ATPase pHluor 4, Arrestin-AP2 inh -4, OPRM1-OPRD1 inv 12, OPRM1-OPRD1 ag -2.3, HTR5A ag ctr 2, PKA-R1A act -16, PKA-R2B activ 6, HTR5A inv ctr 5, Pemphigus Ab inh 101 and DAGLB inhibitor 3.
For Cn1c(COc2ccccc2Br)nc2ccccc21 the results were V-ATPase pHluor 1, Arrestin-AP2 inh 36, OPRM1-OPRD1 inv 6, OPRM1-OPRD1 ag -1.2, HTR5A ag ctr -1, PKA-R1A act -3, PKA-R2B activ -8, HTR5A inv ctr -13, Pemphigus Ab inh 110 and DAGLB inhibitor -4.

Compound activity as filed in PubChem.
